MrgX1 agonist: agonists of human MrgX1 receptor; actives 0.44% (n = 310,000); AID 588627; MrgX1-HEK293 cells, Fluo-4 calcium fluorescence, agonist mode; active compounds read high; B-score at 10 µM;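 active means calcium response B-score plate-corrected fluorescence ratio at least 3 library SD, with starting fluorescence B-score inside 5 SD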
Target sequence (Q96LB2 whole entry, looked up): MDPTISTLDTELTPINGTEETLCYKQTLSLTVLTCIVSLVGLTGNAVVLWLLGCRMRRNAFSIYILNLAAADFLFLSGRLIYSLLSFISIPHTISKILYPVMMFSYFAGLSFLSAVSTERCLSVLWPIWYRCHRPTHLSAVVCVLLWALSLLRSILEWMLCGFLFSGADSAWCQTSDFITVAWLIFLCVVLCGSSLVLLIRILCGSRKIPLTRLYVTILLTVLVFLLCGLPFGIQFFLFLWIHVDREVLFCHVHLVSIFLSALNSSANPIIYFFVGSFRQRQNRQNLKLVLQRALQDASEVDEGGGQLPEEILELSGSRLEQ
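System – MrgX1-expressing HEK293 cells · Incubation – cells plated overnight, dye loaded 0.5 h 37 °C, 0.5 h room temperature · Technique – kinetic Fluo-4 NW fluorescence of intracellular calcium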
TRPC6 inh: mouse TRPC6 channel inhibition. Q61143. HEK293-TRPC6, membrane potential dye, ACh-evoked depolarization; active compounds read low. B-score at 10 µM. actives 1.1% (n = 310,000). AID 2553;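 active means B-score under library mean minus 3 SD, initial fluorescence not abnormally high, positive integrated signal ratio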;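 further: B-score derived from integrated fluorescence ratio over the kinetic read; more negative B-score means stronger inhibition of depolarization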
TRPC4 inh: inhibitors of mouse TRPC4 channel; Q9QUQ5; HEK293 TRPC4beta/mu-opioid, DAMGO-evoked Fluo4 calcium flux; active compounds read low; B-score at 10 µM; actives 0.39% (n = 300,000); AID 2247;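 active means B-score over 3 SD under the library average, no early fluorescence shift, positive overall ratio signal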
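Signal: kinetic Fluo4 fluorescence imaging of calcium influx. Material: stable TRPC4beta/mu-opioid receptor HEK293 cells. Probe or stimulus: DAMGO in two steps, submaximal then maximal.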
TRPC4 PAM: allosteric potentiators of mouse TRPC4 channel. B-score at 10 µM. Q9QUQ5. actives 0.42% (n = 310,000). HEK293 TRPC4beta/mu-opioid, DAMGO EC20, Fluo-4 Ca2+ flux; active compounds read high;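 active means B-score of calcium response area above 5 SD of library B-scores, with initial fluorescence ratio within 5 SD of library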;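 further: B-score of integrated fluorescence ratio over time as area under calcium response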
TRPC6 activator: activates the mouse TRPC6 cation channel; Q61143; HEK293-TRPC6 membrane potential dye fluorescence; active compounds read high; B-score at 10 µM; actives 0.13% (n = 310,000); AID 2550;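 active means B-score of the integrated fluorescence ratio above library mean plus 3 SD, and starting fluorescence ratio within library mean plus 5 SD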;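 further: higher score means more depolarization so channel activation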
MrgX1 antag: human MrgX1 receptor antagonism, primary screen | Q96LB2 | actives 1.3% (n = 310,000) | B-score at 10 µM | MRGX1-HEK293 calcium flux, Fluo-4, BAM8-22 antagonism; active compounds read low;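 active means calcium-response B-score plate-corrected more than 3 library SD below zero, starting fluorescence within 5 deviations, no agonist response on first addition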;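 further: peak minus trough fluorescence over baseline after final BAM8-22 challenge near maximal dose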
RGS4 inh: human RGS4 inhibition; HEK293 M3R/RGS4 inducible, Fluo-4 calcium flux; active compounds read high; triggered by carbachol at its EC20; P49798; B-score at 10 µM; actives 0.45% (n = 310,000);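 active means B-score, a plate-corrected calcium signal, over three deviations above library mean, with baseline fluorescence within five deviations of library mean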;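 further: RGS4 expression induced by doxycycline in cells with stable M3 receptor; B-score is computed from the integrated fluorescence ratio over baseline after carbachol; higher B-score means a larger calcium signal and so more RGS4 inhibition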
Target sequence (P49798 whole entry, looked up): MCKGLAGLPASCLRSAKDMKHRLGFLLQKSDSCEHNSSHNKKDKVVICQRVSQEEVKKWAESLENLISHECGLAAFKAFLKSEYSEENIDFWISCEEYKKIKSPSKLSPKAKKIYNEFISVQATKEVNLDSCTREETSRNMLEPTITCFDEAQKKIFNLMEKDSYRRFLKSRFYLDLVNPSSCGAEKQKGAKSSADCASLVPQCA
TMEM16A inh: mouse TMEM16A channel inhibition, primary screen; Q8BHY3; HEK293 TMEM16A/YFP iodide influx fluorescence, ionomycin; normalized B-score (activity score, 25-100; higher = stronger inhibition) at 10 µM; actives 1.2% (n = 310,000); AID 588511;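 active means ratio plate-corrected score three or more library SD toward inhibition, starting fluorescence score within five deviations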;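 further: score derived from kinetic fluorescence span divided by baseline fluorescence per well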
TRPC4 act: TRPC4 (mouse) channel activation; AID 2237; Q9QUQ5; HEK293 TRPC4beta/mu-opioid, Fluo4 calcium fluorescence; active compounds read high; B-score at 10 µM; actives 0.49% (n = 310,000);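 active means B-score above 5 SD of library B-scores, and initial fluorescence ratio not above library mean plus 5 SD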;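 further: positive B-score marks a calcium rise read as TRPC4 activation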
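System – HEK293 cells stably co-expressing mouse TRPC4beta and mu-opioid receptor · Signal – Fluo4 calcium-sensitive dye fluorescence, kinetic, 1 Hz baseline · Benchmarks – buffer (low) and maximal DAMGO (high) · Read-out – B score of integrated fluorescence ratio per well · Incubation – dye loading 45 min room temperature, 110 s kinetic read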
MrgX1 allo act: human MrgX1 positive allosteric modulation, primary screen. Q96LB2. MrgX1-HEK293, Fluo-4 calcium flux, FDSS; active compounds read high. actives 0.63% (n = 310,000). B-score at 10 µM;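 active means plate-corrected calcium response at least 3 library SD above typical, normal starting fluorescence, not activating the receptor alone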;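 further: compound read alongside a low EC10 to EC30 dose of BAM8-22 agonist; peak minus trough fluorescence over baseline measured at the second addition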
ANO1 activ: activators or potentiators of mouse TMEM16A chloride channel; Q8BHY3; HEK293 TMEM16A/YFP-H148Q/I152L, iodide quench fluorescence; active compounds read low; B-score at 10 µM; actives 0.3% (n = 340,000); AID 623877;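 active means fluorescence-ratio B-score plate-corrected deviation score at least 3 library SD below zero, with starting fluorescence score within 5 deviations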;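 further: channel opened by trigger with iodide after compound preincubation; score built on the fluorescence ratio of max minus min over baseline; more negative score means more quench and so TMEM16A activation or potentiation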
Active calls of the source: *; i = inactive; · = no result given.

SMILES	MrgX1 agonist	TRPC6 inh	TRPC4 inh	TRPC4 PAM	TRPC6 activator	MrgX1 antag	RGS4 inh	TMEM16A inh	TRPC4 act	MrgX1 allo act	ANO1 activ
O=C(CNCc1ccco1)Nc1ccc(Oc2ccccc2)cc1	i	i	i	i	i	i	i	i	i	i	i
O=C(C[n+]1cc(-c2ccccc2)n2c1CCC2)Nc1nc(-c2ccccc2)cs1	i	i	i	i	i	i	i	i	i	i	i
Cc1cc(-c2nc3ncccc3o2)ccc1NC(=S)NC(=O)c1ccco1	i	i	i	i	i	i	i	i	i	i	i
O=C(O)c1cncc(Br)c1	i	i	i	i	i	i	i	i	i	i	i
Nc1nonc1-n1nnc(C(=O)N/N=C/c2ccccc2Cl)c1CSc1ccccc1	i	i	i	i	i	i	i	i	i	i	i
Cn1c(=O)n(C)c2cc(/C=N/NC(=O)c3ccc(Cl)cc3)ccc21	i	i	i	i	i	i	i	i	i	i	i
O=C(NC(=S)NCCC1=CCCCC1)c1ccc(Br)o1	i	i	i	i	i	i	i	i	i	i	i
Cc1c([N+](=O)[O-])cc(S(=O)(=O)Nc2ccncc2)cc1[N+](=O)[O-]	i	i	i	i	i	i	i	i	i	i	i
Clc1cccc(Cl)c1-c1noc(CN2CCOCC2)n1	i	i	i	i	i	i	i	i	i	i	i
Cc1ccc(CN2C(=O)C(C)(C)Oc3ccc(C(=O)N4CCCCC4)cc32)cc1	i	i	i	i	i	i	i	i	i	i	·
O=C(NC1CCCC1)C1CC(=O)N(c2ccccc2)C1 (stereo not given)	i	i	i	i	i	i	i	i	i	i	i
CCOC(=O)c1cc(-c2ccncc2)nc2c1c(C)nn2C	i	i	i	i	i	i	i	i	i	i	i
CCOCCOC(=O)C1=C(C)NC(=O)NC1c1cc2c(cc1Br)OCO2 (stereo not given)	i	i	i	i	i	i	i	i	i	i	i
COc1ccc(OCC(=O)N/N=C/c2ccc(O[C@@H]3O[C@H](CO)[C@@H](O)[C@H](O)[C@H]3O)cc2)cc1	i	i	i	i	i	i	i	i	i	i	i
Cc1ccc(Cl)cc1N1CCN(C(=O)CN(C2CCCCC2)S(C)(=O)=O)CC1	i	i	i	i	i	-12*	i	i	i	i	·
CCCc1nc2c(s1)CCc1onc(-c3ccc(OC)cc3)c1-2	i	i	i	i	i	i	i	i	i	i	i
Cc1nc(SCCC(=O)O)c2cc(-c3ccccc3)sc2n1	i	i	i	i	i	i	i	i	i	i	i
COC(=O)c1ccc(N=NN2CCOCC2)cc1	i	i	i	i	i	i	i	i	i	i	i
CC(=O)c1c(C(C)=O)c(C)n(NC(=O)c2ccccc2O)c1C	i	i	i	i	i	i	i	i	i	i	i
Cc1ccc(S(=O)(=O)N/N=C/c2ccc3nccnc3c2)cc1	i	i	i	i	i	i	i	i	i	i	i
Cc1cccc(NC(=O)Cc2coc3ccc4ccccc4c23)n1	i	i	i	i	i	i	i	i	i	i	i
COc1ccc(OC)c(/C=N/NC(=O)CNC(=O)c2cccc3ccccc23)c1	i	i	i	i	i	i	i	i	i	i	i
O=C(CSc1nnc(-c2ccco2)o1)NC1CCCCCC1	i	i	i	i	i	i	i	i	i	i	i
COC(=O)C1=C(C)Nc2ncnn2C1c1ccc(OC(=O)c2ccccc2)cc1 (stereo not given)	i	i	i	i	i	i	i	i	i	i	i
COc1ccccc1-c1nnc2sc(-c3ccc(N(C)C)cc3)nn12	i	i	i	i	i	i	i	i	i	i	i
Further records follow.
SMILES	MrgX1 agonist	TRPC6 inh	TRPC4 inh	TRPC4 PAM	TRPC6 activator	MrgX1 antag	RGS4 inh	TMEM16A inh	TRPC4 act	MrgX1 allo act	ANO1 activ
CCCn1cnc2cc(NCc3ccccc3O)ccc21	i	i	i	i	i	i	i	i	i	i	i
Cc1ccc(NC(=O)c2cc([N+](=O)[O-])ccc2Cl)c(O)c1	i	i	i	i	i	i	i	i	i	i	i
COCc1cc(=O)n2[nH]cc(-c3ccsc3)c2n1	i	i	i	i	i	i	i	i	i	i	i
Cc1ccc(CNC(=O)CCS(=O)(=O)c2ccc(Br)s2)cc1	i	i	i	i	i	i	i	i	i	i	i
O=C(NC(Cc1ccccc1)C(=O)NCc1ccccn1)c1ccco1 (stereo not given)	i	i	i	i	i	i	i	25*	i	i	i
CC(C)(C)c1ccc(NC(=O)COC(=O)CCc2nc3ccccc3c(=O)[nH]2)cc1	i	i	i	i	i	i	i	i	i	i	i
CC(C)c1ccc(N(C(=O)c2snc(C(N)=O)c2N)C(C(=O)NC2CCCC2)c2ccncc2)cc1 (stereo not given)	i	i	i	i	i	i	i	i	i	i	i
COC(=O)C1CN(C(=O)C(C)Oc2ccc(F)cc2)c2ccccc2O1 (stereo not given)	i	i	i	i	i	i	i	i	i	i	i
Cc1noc(C)c1S(=O)(=O)N(CC(=O)NCc1ccc(F)cc1)c1ccc(C(C)C)cc1	i	i	i	i	i	i	i	i	i	i	i
O=C(CSc1nc(C2CC2)nc2ccccc12)Nc1ccc2c(c1)OCCO2	i	i	i	i	i	i	i	i	i	i	i
Cn1c(=O)c2c(ncn2CC(=O)N/N=C/c2ccc(Br)s2)n(C)c1=O	i	i	i	i	i	i	i	i	i	i	i
COc1ccc(-c2cc(-c3ccc(Br)cc3)nc3ncnn23)cc1OC	i	i	i	i	i	i	i	i	i	i	i
CCC(=O)Nc1sc(C(=O)Nc2ccccc2)c(C)c1C(=O)OC	i	i	i	i	i	i	i	i	i	i	i
CC(C)C[C@H](NC(=O)C1CCC(CNC(=O)[C@@H]2CCCN2C(=O)OC(C)(C)C)CC1)C(=O)O (stereo not given in full)	i	i	i	i	i	i	i	i	i	i	i
COc1ccc(NC(=O)COc2ccccc2)c(OC)c1	i	i	i	i	i	i	i	i	i	i	i
COc1ccc2nc(Cl)c(C#N)cc2c1	i	i	i	i	i	i	i	i	i	i	i
O=C(CN1CCN(C(=O)c2ccco2)CC1)Nc1ccc2c(c1)OCCO2	i	i	i	i	i	i	i	i	i	i	i
COc1ccc([C@@H]2[C@@H]3C(=O)N(C(C)(C)C)C(=O)[C@@H]3[C@]3(C)C(=O)N(c4ccccc4)C(=O)N23)cc1	i	i	i	i	i	i	i	i	i	i	i
CCn1c(SCC(=O)Nc2nc(-c3ccccc3)cs2)nc2c1c(=O)n(C)c(=O)n2C	i	i	i	i	i	i	i	i	i	i	i
O=C1C(=O)N(CCN2CCOCC2)C(c2ccccc2)/C1=C(\O)c1ccc2c(c1)OCCO2 (stereo not given)	i	i	i	i	i	i	i	i	i	i	i
CCN1C(=O)C2(C(C#N)=C(N)Oc3n[nH]c(COC)c32)c2ccccc21 (stereo not given)	i	i	i	i	i	i	i	i	i	i	i
Cc1ccc(Cn2ccnc2SCC(=O)NC2CCCC2)cc1	i	i	i	i	i	i	i	i	i	i	i
CC(=O)c1ccc(N2Cc3ccccc3C2)cc1	i	i	i	i	i	i	i	i	i	i	i
O=C(CSc1nnnn1-c1cccc2ccccc12)NC(C(=O)O)(c1ccccc1)c1ccccc1	i	i	i	i	i	i	i	i	i	i	i
CCN1CCN(C(=O)C2CCN(Cc3nc(-c4cccc(Cl)c4)oc3C)CC2)CC1	i	i	i	i	i	i	i	i	i	i	i
Next structures:
SMILES	MrgX1 agonist	TRPC6 inh	TRPC4 inh	TRPC4 PAM	TRPC6 activator	MrgX1 antag	RGS4 inh	TMEM16A inh	TRPC4 act	MrgX1 allo act	ANO1 activ
Cc1ccc(NC(=O)Cc2noc3ccccc23)cc1	i	i	i	i	i	i	i	i	i	i	i
Clc1cccc(NCc2nnc(SCc3ccccc3Cl)o2)c1	i	i	i	i	i	i	i	i	i	i	i
Cc1ccc(SC2CCN(C(=O)C3CCC(=O)N(C4CC4)C3)CC2)cc1 (stereo not given)	i	i	i	i	i	i	i	i	i	i	i
CC(=O)c1ccc(N2CCN(C(=O)C3CCCN(c4ncnc5c4nc4n5CCCCC4)C3)CC2)cc1 (stereo not given)	i	i	i	i	i	i	i	i	i	i	i
Cc1nn2cc(-c3cccc(Cl)c3)cnc2c1Br	i	i	i	i	i	i	i	i	i	i	i
Cn1c(=O)c(C(=O)NNC(=O)c2ccccc2F)c(O)c2ccccc21	65*	i	i	i	i	i	i	i	i	i	i
Cc1nn(C)cc1CNC(=O)C1C2CCC(C2)C1C(=O)O (stereo not given)	i	i	i	i	i	i	i	i	i	i	·
CCc1ccc(C2(O)CC(C(F)(F)F)=NN2C(=O)Cc2ccc([N+](=O)[O-])cc2)cc1 (stereo not given)	i	i	i	i	i	i	i	i	i	i	i
CC12CCC(=O)N1C(C(=O)N1CCN(c3ccccc3)CC1)CS2 (stereo not given)	i	i	i	i	i	i	i	i	i	i	i
CCOC(=O)C(NC(=O)CC(C)C)(Nc1sc2c(c1C(N)=O)CCCC2)C(F)(F)F (stereo not given)	i	i	i	i	i	i	i	i	i	i	i
Cc1ccc(C(=O)NC=C(Cl)Cl)cc1	i	i	i	i	i	i	i	i	i	i	i
COCn1c(COc2ccccc2)nc2ccccc21	i	i	i	i	i	i	i	i	i	i	i
Cc1ccc([N+](=O)[O-])cc1S(=O)(=O)Nc1ccc(-c2ccc(N3CCCC3)nn2)cc1	i	i	i	i	i	i	i	i	i	16*	i
O=C(/C=C/c1cccc(F)c1)NNC(=O)c1ccncc1	i	i	i	i	i	i	i	i	i	i	i
O=C(CCC(=O)OCc1ccc([N+](=O)[O-])cc1)Nc1ccc(F)cc1	i	i	i	i	i	i	i	i	i	i	i
N#Cc1ccc(Oc2ccc(-c3cnc4ccccc4n3)cc2)cc1C#N	i	i	i	i	i	i	i	i	i	i	i
Cc1nc2ccc(NC(=O)c3ccc(S(=O)(=O)N4CCOCC4)cc3)cc2s1	i	i	i	i	i	i	i	i	i	i	i
CCOC(=O)N1CCN(CC(=O)Nc2cc(OCC)ccc2OCC)CC1	i	·	·	·	·	i	·	i	·	i	i
Cn1c(=O)c2c(nc(CN3CCC(C(N)=O)CC3)n2CCCc2ccccc2)n(C)c1=O	i	i	i	i	i	i	i	i	i	i	i

Structures above marked active in MrgX1 antag.
Molecule,MrgX1 agonist,TRPC4 inh,TRPC4 PAM,TRPC6 activator,MrgX1 antag,RGS4 inh,TRPC4 act,ANO1 activ
Cc1ccc(Cl)cc1N1CCN(C(=O)CN(C2CCCCC2)S(C)(=O)=O)CC1,i,i,i,i,-12*,i,i,·

Screening data as filed in PubChem.
